# High-throughput results from PubChem.
# SUMO HTRF inh: inhibitors of human SUMOylation (UBC9) | P63279 | HTRF SUMOylation assay, SAE1/SAE2 + UBC9, in vitro | inhibition, % at 35 µM | 290,000 tested, 0.36% active; in the data active means inhibition above about 50%, passing the limit was not always enough; further: strong numbers were not always called active
# Target sequence (P63279 whole entry, looked up): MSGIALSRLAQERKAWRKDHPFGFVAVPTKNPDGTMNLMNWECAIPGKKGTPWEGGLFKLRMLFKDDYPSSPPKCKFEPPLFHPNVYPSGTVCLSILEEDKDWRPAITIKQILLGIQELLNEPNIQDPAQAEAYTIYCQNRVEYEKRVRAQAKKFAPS
# FID counter: fluorescent intercalator displacement, NS3 helicase counter-screen; DNA fluorescent intercalator displacement, fluorescence; AID 1845; 290,000 tested, 0.17% active; inhibition, % at 7.9 µM; in the data active means inhibition above about 37%;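 further: 0% = vehicle and 100% = reference compound; higher means more ethidium bromide displaced from hairpin DNA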
# MEKK3 PB1 HTS: raises or lowers MEK5 binding to the human MEKK3 PB1 domain | Q99759 | bead-based flow cytometry, Alexa488-MEK5 binding to MEKK3; actives lie on both sides; 0 = blocked by unlabeled MEK5, 100 = vehicle | binding response (% of control), % at 10 µM | 290,000 tested, 1.4% active | AID 1529;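 active means binding response more than 3 SD above or below the average of its plate-row segment, actives on both sides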;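 further: Alexa488 bead fluorescence after subtracting the streptavidin-only scavenger bead signal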
# Target sequence (Q99759 whole entry, looked up, the tested form may be a part): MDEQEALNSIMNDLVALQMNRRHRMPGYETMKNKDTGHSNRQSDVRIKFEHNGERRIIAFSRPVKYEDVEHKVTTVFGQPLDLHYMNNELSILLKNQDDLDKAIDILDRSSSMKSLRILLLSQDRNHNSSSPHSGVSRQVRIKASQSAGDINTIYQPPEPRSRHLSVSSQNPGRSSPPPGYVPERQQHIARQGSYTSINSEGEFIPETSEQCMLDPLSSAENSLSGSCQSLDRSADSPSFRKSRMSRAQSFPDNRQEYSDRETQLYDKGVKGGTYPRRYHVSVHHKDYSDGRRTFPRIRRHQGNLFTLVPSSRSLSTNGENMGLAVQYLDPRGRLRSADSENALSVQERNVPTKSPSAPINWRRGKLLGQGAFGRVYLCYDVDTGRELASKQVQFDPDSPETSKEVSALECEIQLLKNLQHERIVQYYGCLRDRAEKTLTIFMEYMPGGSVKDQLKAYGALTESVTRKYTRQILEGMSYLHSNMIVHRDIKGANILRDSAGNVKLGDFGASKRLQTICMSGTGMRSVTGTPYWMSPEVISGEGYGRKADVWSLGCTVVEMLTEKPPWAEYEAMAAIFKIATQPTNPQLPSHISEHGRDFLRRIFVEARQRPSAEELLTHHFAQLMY
# MEKK2wt PB1 HTS: raises or lowers MEK5 binding to wildtype human MEKK2 PB1 domain. Q9Y2U5. bead flow cytometry, Alexa488-MEK5 binding to MEKK2 WT; actives lie on both sides. binding response (% of control), % at 10 µM. 290,000 tested, 1.1% active. AID 1531; in the data active means binding response below about 67% or above about 130%
# NS3 helicase inh: HCV NS3 helicase inhibition. NS3 helicase DNA unwinding, Cy5 molecular beacon fluorescence. inhibition, % at 10.9 µM. 290,000 tested, 0.56% active. AID 1800;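 active means inhibition above the mean of all tested compounds plus 3 SD, set per campaign, cut at about 35% in these data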;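 further: 0% = DMSO wells and 100% = thioflavine S control wells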
#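 Measured by: Cy5 fluorescence, 0 and 60 min reads / Assay system: NS3 helicase fragment of HCV / Control set: low DMSO, high thioflavine S at 110 µM / Times: 1 h reaction at 25 °C, ATP-initiated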
# GalR3 antagonist: blocks the human galanin receptor 3 | 360,000 tested, 0.44% active | inhibition, % at 3 µM | O60755 | HEK293 GalR3-CNG cAMP membrane potential fluorescence; galR3 body fused to GalR1 C-terminus;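 active means inhibition above the screen-wide average plus 3 SD, cut at about 13% in these data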;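 further: forskolin and galanin both at EC90 stimulate the cells; cAMP rise reported by CNG channel membrane potential dye signal; 0% = forskolin plus galanin with DMSO and 100% = forskolin alone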
# Target sequence (O60755 1-299 limits assumed): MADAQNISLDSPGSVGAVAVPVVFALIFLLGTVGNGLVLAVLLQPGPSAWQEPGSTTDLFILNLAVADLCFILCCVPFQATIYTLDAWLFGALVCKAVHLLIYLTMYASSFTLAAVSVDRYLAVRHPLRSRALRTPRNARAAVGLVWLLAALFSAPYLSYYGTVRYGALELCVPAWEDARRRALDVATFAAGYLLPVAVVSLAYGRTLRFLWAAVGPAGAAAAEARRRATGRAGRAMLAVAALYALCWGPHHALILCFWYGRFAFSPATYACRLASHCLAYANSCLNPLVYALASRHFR
# CRFR2-BP ag: CRF-BP/CRF-R2 complex agonism; HEK293 CRF-R2/CRF-BP, calcium dye fluorescence (FLIPR); percent of saturating CRF peptide response; activation, % at 13.2 µM; 350,000 tested, 0.46% active;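 active means activation of at least 50%, plus an integration ratio under a set limit after plate pattern correction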;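 further: plate controls were neutral control wells without compound for no effect and CRF at EC100 for full effect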
# CRFR2-BP antag: antagonists of CRF-binding protein/CRF-R2 receptor complex. HEK293 CRF-R2/CRF-BP, CRF-induced calcium fluorescence. inhibition, % at 11.8 µM. 350,000 tested, 0.59% active. AID 588475;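 active means inhibition of the ligand-induced calcium signal above about 50% at the single tested concentration, limit read from the data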
# MEKK2mut PB1 HTS: signal of MEK5 binding to mutant human MEKK2 PB1 domain; bead flow cytometry, Alexa488-MEK5 binding to MEKK2 mutant; percent response, % at 10 µM; 290,000 tested, 0.35% active; in the data active means percent response above about 24%, passing the limit was not always enough; further: inactives centre near 1; some results filed as inactive read as strong as hits
# * = called active by the depositor; x = no result given; & = joins results of further samples. This is a subset. The share of hits here may be higher or lower than overall.
# Results follow in this order: SUMO HTRF inh	FID counter	MEKK3 PB1 HTS	MEKK2wt PB1 HTS	NS3 helicase inh	GalR3 antagonist	CRFR2-BP ag	CRFR2-BP antag	MEKK2mut PB1 HTS
CCOC(=O)c1cc(-c2ccccc2)sc1NC(=O)C(C)(C)C
  18	-1	93	100	0	1	0.1	-4	-1
CNC(=S)Nn1cnc2ccccc21
  -20	2	92	93	3	-1	1.2	1	-11
CCOC(=O)/C(=N/Nc1ccccc1)c1csc(Nc2ccccc2)n1
  -16	13	96	109	-7	-1	-0.1	-26	2
COC(=O)c1sccc1NC(=O)c1cccc(OC)c1
  -7	-16	97	100	-6	1	1.1	7	-5
Cc1ccc(C)c(N2CCN(C(=O)Cn3c(=O)[nH]c4ccsc4c3=O)CC2)c1
  -7	-17	89	88	0	-6	-0.5	-2	-8
O=C(O)c1ccccc1Nc1ccnc(C(F)(F)F)c1
  18	-7	102	103	7	-11	-0.2	-5	8
O=C(Nc1ccccc1)Nc1nnc(CSCc2ccccc2Cl)s1
  23	-3	112	102	-2	-7	0.2	-46	-1
CCCn1c(-c2ccccc2)nc2c(=O)n(C)c(=O)[nH]c21
  18	-7	x	x	12	-2	1.4	-3	x
CCN1CCN(Cc2ccc(NC(=O)c3cc(NC(=O)c4cnnc5ccccc45)cc(OC)c3)cc2C(F)(F)F)CC1
  -10	x	107	142*	x	-6&-8	-0.7&-2.3	-15&-1	21
CNc1c(NS(=O)(=O)c2cc(Cl)ccc2OC)c(=O)oc2ccccc12
  7	-14	105	105	1	-9	-2.0	-6	0
Cc1ccc(N=C2N=C(N)c3ccccc32)c(C)c1
  -5	-2	104	104	0	2	2.6	-18	5
COc1ccc(CCNC(=O)c2ccc3c(c2)OCCO3)cc1
  -1	-10	94	85	5	-6	1.1	17	-7
Cc1nn(C)cc1C(=O)/C=C/c1ccc([N+](=O)[O-])cc1
  3	8	96	86	-8	-3	0.1	15	-10
O=C(Nc1ccccc1OC(=O)c1ccc(Cl)cc1)c1ccc(Cl)cc1
  -3	-3	101	107	13	-2	2.1	-15	15
CSc1c(CC(=O)NCCO)n(C)c2ccccc12
  -22	1	98	98	4	-4	-0.3	14	-2
CCOC(=O)C1(Cc2ccc(OC)cc2)CCN(C(=O)c2csc(C)n2)CC1
  -4	-28	103	104	0	-10	-0.9	1	6
CC1NC(=O)N(C)[C@@H]2NC(=O)N(C)C(c3ccc([N+](=O)[O-])cc3)[C@@H]12 (some centres undefined)
  11	0	112	105	-14	x	-2.5	19	13
CCOc1cc2c(cc1OCC)C(c1ccccc1)N(c1ccccc1)C(=O)C2 (centres undefined)
  -8	-40	96	99	-5	6	-0.9	27	-2
O=C(O)C1C2CCC(C2)C1C(=O)N1CCCC1 (centres undefined)
  1	-1	106	107	2	-4	1.6	1	3
CN(C(=O)Nc1ccc(Cl)cc1)c1c2c(nn1C)CCCC2
  0	-7	96	97	7	-3	1.5	16	-1
CCOc1ccc(NC(=S)Nc2ccccc2C2(C)CC2)cc1
  4	-5	101	101	23	-1	-4.6	4	1
NC(=O)CC(NC(=O)Cc1ccc(Br)cc1)c1ccc(NCc2ccc(F)c(F)c2)c([N+](=O)[O-])c1 (centres undefined)
  48	x	96	105	x	-7	2.4	-7	1
C/C(=C\c1ccccc1)C1NC(=O)c2c(sc3c2CCCC3)N1 (centres undefined)
  -3	-5	107	99	3	-8	0.8	-33	0
C#CCNC(=O)C1=C[C@H](c2ccc(Br)cc2)C[C@H](OCCCCO)O1
  4	-19	107	80	1	-2	3.2	-2	-18
COc1cc(C=O)ccc1OCCCOc1ccccc1C(=O)O
  16	-11	98	97	9	-1	1.2	-15	0
CCC1(CC)NC(=O)NC1=O
  -4	5	83	90	-1	-5	-0.8	4	-8
CC(C)C(=O)N1CCN(S(=O)(=O)c2ccc3ccccc3c2)CC1
  23	-22	103	103	2	-6	-0.6	1	3
CC1(C)CC(=O)C(C(=O)c2ccccc2)C(=O)C1Cl (centres undefined)
  15	0	101	100	8	-5	-0.9	4	4
O=C(CSc1ccc2c(c1)OCCO2)NCCN1C(=O)CSC1=O
  19	-1	108	106	2	1	-0.8	11	6
CC(CC(=O)O)CC(=O)Nc1ccc(Br)cc1 (centres undefined)
  0	-3	94	96	-11	0	-1.1	-3	-9
CC(C)Oc1ccc(Cc2n[nH]c(=S)n2Cc2ccccc2)cc1Cl
  4	-33	102	102	3	-5	-5.5	3	5
CC1(C)C2CCC1(CS(=O)(=O)Nc1ccccc1)C(=O)C2 (centres undefined)
  9	-13	110	106	1	3	1.8	10	0
CC1Cc2ccccc2N1C(=O)CSc1nnc(-c2ccc(S(=O)(=O)N3CCCC3)cc2)n1C (centres undefined)
  14	-43	96	98	2	-3	-0.9	-21	-2
Cn1c(=O)c2c(SCc3c(F)cccc3Cl)nc(CC(C)(C)C)nc2n(C)c1=O
  8	0	104	100	-3	x	3.0	6	6
COCCN(C(=S)Nc1ccc(C)cc1)C(C)c1ccco1 (centres undefined)
  8	-4	106	100	0	-4	-1.3	5	-1
Cc1c(OCc2nn[nH]n2)ccc2c3c(c(=O)oc12)CCCC3
  14	-25	95	92	14	-4	-1.4	22	-5
CC(C)OC(=O)/C(=C/c1ccc(Br)cc1)NC(=O)c1ccco1
  -10	-13	100	98	-6	6	-1.8	15	-3
O=C(Oc1ccc2cc(Br)ccc2c1)c1cccnc1
  26	-1	91	95	-8	-6	0.8	9	-1
COc1ccc(OC)c(NC(=O)c2ccccc2OC(C)=O)c1
  x	x	104	100	x	-5	-2.7	-3	-3
Cc1ccc(/C=N/NC(=O)Cn2nnc(N)n2)o1
  18	-2	89	90	-2	-5	-0.8	-1	-19
CC(C)Sc1ncc(S(=O)(=O)c2ccccc2)c(=O)[nH]1
  6	-10	100	95	6	-2	-1.2	11	2
Cc1c(C)c2cc(Cl)c(O)c(CN(C)C)c2oc1=O
  44	-7	101	98	18	-4	-0.2	5	1
CC(NC(=O)N1CCN(c2ccccc2F)CC1)c1ccc(F)c(F)c1 (centres undefined)
  3	-24	103	97	6	-3	-1.7	8	2
Cc1ccc(CN(Cc2cc3cccc(C)c3[nH]c2=O)C(=S)NCCCN(C)C)cc1
  6	32	105	122	-73	-2	44	-69	-5
Oc1ccc(-c2csc(Nc3cccnc3)n2)cc1
  2	1	104	103	-4	-5	-7.7	11	4
CCN(CC)C(=O)CSc1ncnc2c1nnn2-c1ccc(OC)cc1
  3	4	100	104	-2	x	1.4	84*	1
Cc1ccc(-n2nc3c(c2NC(=O)c2c(-c4ccccc4Cl)noc2C)CSC3)cc1
  4	-16	93	93	8	x	-0.7	-20	-5
CC(C)(C)N(Cc1cc2ccccc2[nH]c1=O)C(=O)c1ccco1
  9	-3	102	94	-6	-5	-0.5	-15	-8
CCC(C)(C(=O)Nc1ccc2c(c1)OCCO2)N(C(C)=O)c1ccc(C(N)=O)cc1 (centres undefined)
  20	-9	102	102	3	-3	-0.7	11	0
CCCNC(=O)c1nc(C)c(C)nc1C(=O)Nc1cccc(Cl)c1
  -25	-2	99	101	4	-2	0.1	23	0
COC(=O)c1ccc(N=CC2=C(O)CC(c3ccccc3)CC2=O)cc1 (centres undefined)
  17	-4	92	92	-3	1	0.1	4	-19
Cc1cc(Nc2ccccc2)n(-c2ccc(C(=O)O)cc2)n1
  7	-14	102	99	5	-2	1.6	-1	-7
CCOC(=O)N1CCN(C(=O)C(C)n2nc(C)n3c(cc4sccc43)c2=O)CC1 (centres undefined)
  -6	-19	106	103	2	-8	-1.4	27	3
Cc1cn([C@H]2C=C[C@@H](CO)O2)c(=O)[nH]c1=O
  -6&3	3&-6	86&97	94&99	-1&2	-4	4.5&-1.2	-9&-5	4&-2
COc1ccc(N(C(=O)CCC(=O)Nc2cc(C)on2)C(C(=O)NC2CCCC2)c2ccco2)cc1 (centres undefined)
  7	-38	90	94	1	3	1.0	2	-4
Cc1ccc(NC(=O)C(=O)NCc2ccc(/C=N/NC(=O)c3c(C)nc4cc(C)ccn34)o2)cc1
  3	3	108	108	-9	-1	x	x	18
CN(C)CC(C)(C)CNC(C(=O)Nc1ccc(Cl)cc1C(F)(F)F)c1ccccc1 (centres undefined)
  5	15	109	113	-13	-6	4.8	-36	1
CCOC(=O)N1CCC(NC(=O)c2cc3c(-c4ccc(Cl)cc4)nn(C)c3s2)CC1
  7	0	103	106	-1	-1	1.3	4	3
COc1ccccc1N(CC(O)CN(c1ccccc1)S(C)(=O)=O)S(=O)(=O)c1ccccc1 (centres undefined)
  -13	-27	109	113	-4	-1	0.8	12	9
CN(CC(=O)Nc1ccc(S(=O)(=O)N(C)C)cc1)Cc1ccc(C(F)(F)F)cc1
  0	-10	102	94	-7	1	0.5	-25	-5

# (next part)
# Results follow in this order: SUMO HTRF inh	FID counter	MEKK3 PB1 HTS	MEKK2wt PB1 HTS	NS3 helicase inh	GalR3 antagonist	CRFR2-BP ag	CRFR2-BP antag	MEKK2mut PB1 HTS
Cc1cccc(OCc2nnc(SCC(=O)N3CC(=O)Nc4ccccc43)o2)c1
  -9	-26	104	102	6	-6	-0.5	-3	7
CCOc1ccc(CNS(=O)(=O)c2cc(CN3C(=O)c4cccnc4C3=O)ccc2OC)cc1
  18	-41	99	102	1	2	-1.1	5	3
Cc1cccc(N2CCN(Cc3nc(C4CC4)no3)CC2)n1
  15	-4	99	96	-2	-4	-0.3	-2	-3
CC(C)Oc1cccc(C(=O)NC(=S)NCc2cccnc2)c1
  2	-16	96	98	-6	-3	-2.9	-13	1
COC(=O)CCCn1nc(NC(=O)c2ccco2)cc1C
  22	-6	103	108	4	5	0.1	9	5
CCN1CCN(Cc2oc(CO)cc(=O)c2O)CC1
  22	-1	107	106	1	-5	3.4	-1	6
CCCn1c(=O)c(C(=O)Nc2cccc(C)n2)c(O)c2ccccc21
  3	-3	107	108	-4	-9	0.0	2	1
CCn1c(CC(=O)Nc2ccccc2C)nnc1SCC(=O)NC1CCCC1
  -9	-24	100	96	21	3	-0.9	4	0
CN(C)c1ccnc(C(=O)O)c1
  19	14	102	95	7	-4	-0.8	3	-12
O=C(NCCN1CCOCC1)c1cc(-c2ccc(Cl)cc2Cl)on1
  19	-6	103	102	3	1	-1.1	-8	2
Cc1nnc(SCC(=O)Nc2ccccc2F)n1Cc1ccco1
  27	-4	100	103	3	-8	-2.6	15	5
CC(=O)c1c(C(=O)O)c2ccccc2[nH]c1=O
  22	3	63	73	-8	-2	0.0	-2	-12
COC(=O)Cn1cc(C(=O)c2ccco2)c2ccccc21
  12	-4	119	120	5	-7	-1.0	9	5
O=C(CN1CCCCCC1)Nc1ccc(Oc2ccccc2)cc1
  9	15	104	129	-32	-7	12	-33	20
Nc1nc(-c2nonc2N)no1
  30	-1	108	102	2	-5	-0.8	-1	1
Cn1c(=O)c2c(SCc3ccccc3)nc(-c3ccco3)nc2n(C)c1=O
  4	0	101	103	5	x	x	x	5
Cc1ccc(OCC(=O)NC(=S)Nc2cccc(C)n2)cc1
  -2	-7	103	106	17	1	2.3	16	-1

# Shown with bars between the fields: entries from further up.
molecule | SUMO HTRF inh | FID counter | MEKK3 PB1 HTS | MEKK2wt PB1 HTS | NS3 helicase inh | GalR3 antagonist | CRFR2-BP ag | CRFR2-BP antag | MEKK2mut PB1 HTS
C/C(=C\c1ccccc1)C1NC(=O)c2c(sc3c2CCCC3)N1 (centres undefined) | -3 | -5 | 107 | 99 | 3 | -8 | 0.8 | -33 | 0
C#CCNC(=O)C1=C[C@H](c2ccc(Br)cc2)C[C@H](OCCCCO)O1 | 4 | -19 | 107 | 80 | 1 | -2 | 3.2 | -2 | -18
